Assay outcomes deposited in PubChem BioAssay by Broad Institute.
CASP6 VEID inh: inhibitors of human caspase-6. P55212. purified caspase-6, Z-VEID-R110 cleavage fluorescence. inhibition, % at 12.5 µM. hit rate 0.53% among 350,000;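 active = mean inhibition across replicates at least about 35%, with every replicate also reaching that limit, limit read from the data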;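 note: 0% = median of neutral control wells and 100% = no fluorescence left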
Target sequence (P55212 24-179 limits assumed): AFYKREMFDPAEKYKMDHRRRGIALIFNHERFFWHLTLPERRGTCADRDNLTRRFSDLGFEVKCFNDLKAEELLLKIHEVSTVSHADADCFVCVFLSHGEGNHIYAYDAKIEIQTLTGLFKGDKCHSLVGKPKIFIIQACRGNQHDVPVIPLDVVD
Target sequence (P55212 194-293 limits assumed): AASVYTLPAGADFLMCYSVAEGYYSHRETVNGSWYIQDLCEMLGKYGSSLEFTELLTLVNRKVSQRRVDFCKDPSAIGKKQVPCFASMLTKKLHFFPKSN
esBAF inh: SWI/SNF esBAF complex inhibition; reporter increase, % at 12.5 µM; AID 602393; mouse ES cells, Bmi1-luciferase knock-in reporter, 24 h; 100% = twice the neutral-well signal; hit rate 2% among 350,000; in the data active = activation above about 40%;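 note: 0% = median of the plate's neutral control wells and 100% = double that signal; a rise in the Bmi1 reporter signal indicates esBAF inhibition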
SIRT5 inh: blocks human SIRT5 desuccinylation of peptide. Q9NXA8. Purified SirT5, succinyl-peptide AMC, trypsin-coupled fluorescence. inhibition, % at 15 µM. hit rate 1.1% among 330,000. AID 652115; in the data active = inhibition above about 15%
Target sequence (Q9NXA8 whole entry, looked up): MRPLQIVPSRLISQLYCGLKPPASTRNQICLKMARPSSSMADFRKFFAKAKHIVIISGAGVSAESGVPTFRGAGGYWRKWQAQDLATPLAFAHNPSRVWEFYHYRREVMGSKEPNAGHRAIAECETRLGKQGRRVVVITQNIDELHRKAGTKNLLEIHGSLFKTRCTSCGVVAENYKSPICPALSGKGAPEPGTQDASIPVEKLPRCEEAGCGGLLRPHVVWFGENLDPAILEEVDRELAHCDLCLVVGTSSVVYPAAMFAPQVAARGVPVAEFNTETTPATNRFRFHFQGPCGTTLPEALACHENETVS
FN deposit inh: fibronectin deposition inhibition; AH1F fibroblasts, Alexa488-fibronectin deposition fluorescence, overnight; inhibition, % at 12.6 µM; hit rate 0.086% among 350,000;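 active = mean inhibition across replicates of 30% or more, regardless of how many single replicates reach that level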;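 note: positive control wells lacked labelled fibronectin entirely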
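test system = AH1F fibroblasts assembling fluorescent fibronectin matrix | quantity = 10000 AH1F cells per well | buffer or medium = DMEM plus 2% serum, read in PBS | doses = single dose, pinned | incubation = 1 h cell attachment, overnight exposure to compound and label | detection = fluorescence at 485 nm excitation, 525 nm emission | read-out basis = inhibition from reduced deposited-fibronectin fluorescence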
S100A4 MyoIIA: blocks human S100A4 binding to myosin IIA peptide | P26447 | S100A4/TAMRA-MyoIIA peptide fluorescence polarization | inhibition, % at 10.7 µM | hit rate 0.14% among 360,000 | AID 652163;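 active = mean inhibition of at least 70% across replicates, with every replicate also reaching that level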
Target sequence (P26447 whole entry, looked up): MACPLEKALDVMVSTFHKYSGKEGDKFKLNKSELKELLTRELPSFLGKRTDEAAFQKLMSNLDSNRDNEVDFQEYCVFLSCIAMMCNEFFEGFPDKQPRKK
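Material: S100A4 monomer protein | Medium: HEPES pH 7.2 with CaCl2, KCl, NaCl, DTT, Triton | Reagent: Labelled myosin peptide probe, 5 nM | Doses: One dose per compound | Times: 5 min incubation before reading | Benchmarks: Neutral control DMSO, positive control TFP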
Statin myotox sup: protects C2C12 myotubes from simvastatin toxicity. hit rate 0.78% among 330,000. rescue of ATP level, % at 7.49 µM. ATP luminescence, 48 h; scaled: DMSO 0, geranylgeraniol control 100;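 active = mean ATP rescue above about 67%, or every replicate alone reaching that limit, limit read from the data, passing the limit was not always enough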;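 note: myotubes were challenged with 10 µM simvastatin during compound exposure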
LGR2 inh: blocks bursicon-induced cAMP signaling via Drosophila LGR2; HEK293 LGR2, CRE-luciferase, bursicon-stimulated, 4 h; inhibition, % at 9.99 µM; hit rate 0.35% among 380,000;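 active = drop in luminescence signal, shown as inhibition above about 50% in the replicate tests, limit read from the data, passing the limit was not always enough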;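 note: agonist challenge used bursicon conditioned medium at about half maximal strength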
* marks the source's active call; other numbers are inactive results. Some of the compounds tested; rates above refer to the full screens.

How did COc1ccc(NC(=O)CN(C)C(=O)CCSc2ccc(C)cc2)cc1 do in these assays?
CASP6 VEID inh: -7; esBAF inh: 6; SIRT5 inh: -3; FN deposit inh: 4; S100A4 MyoIIA: 0; Statin myotox sup: -6; LGR2 inh: -5

How did C[C@H](CO)N1C[C@H](C)[C@H](CN(C)Cc2ccc(Oc3ccccc3)cc2)OCc2cn(nn2)CCCC1=O do in these assays?
CASP6 VEID inh: 0; esBAF inh: -2; SIRT5 inh: -1; FN deposit inh: 10; S100A4 MyoIIA: 3; Statin myotox sup: 1; LGR2 inh: -2

Results for CCCC(=O)N1CCC1(C)C(=O)NCc1ccc(SC)cc1 (stereo not drawn) ?
CASP6 VEID inh: 1; esBAF inh: -3; FN deposit inh: 5; S100A4 MyoIIA: -5; Statin myotox sup: -8; LGR2 inh: 6

Results for Cc1ccc2[nH]cc(C(=O)CN3CCOCC3)c2c1 ?
CASP6 VEID inh: 1; esBAF inh: 3; SIRT5 inh: -11; S100A4 MyoIIA: -7; Statin myotox sup: 25; LGR2 inh: 9

How did COc1ccc(CN(C(=O)c2cc3ccccc3oc2=O)C2CCS(=O)(=O)C2)cc1OC (stereo not drawn) do in these assays?
CASP6 VEID inh: -1; esBAF inh: 62*; SIRT5 inh: 0; FN deposit inh: 8; S100A4 MyoIIA: -1; Statin myotox sup: 1; LGR2 inh: -52

How did C[C@@H]1CN([C@@H](C)CO)C(=O)c2cc(-c3cncnc3)cnc2O[C@H]1CN(C)C(=O)CN1CCOCC1 do in these assays?
CASP6 VEID inh: 0; esBAF inh: -3; SIRT5 inh: 4; FN deposit inh: -5; S100A4 MyoIIA: -5; Statin myotox sup: 1; LGR2 inh: -9

What do the screens show for `COc1ccc(S(=O)(=O)Nc2ccc3c(c2)C(=O)N([C@@H](C)CO)C[C@H](C)[C@@H](CN(C)S(=O)(=O)c2ccc(Cl)cc2)OCCCC[C@H](C)O3)cc1`?
CASP6 VEID inh: 2; esBAF inh: -2; SIRT5 inh: 14; FN deposit inh: -3; S100A4 MyoIIA: -4; LGR2 inh: 11

How did Cc1cc(C)nc(N/N=C2/CCSc3ccc(F)cc32)n1 do in these assays?
CASP6 VEID inh: -2; esBAF inh: -1; SIRT5 inh: 0; FN deposit inh: -1; S100A4 MyoIIA: 2; Statin myotox sup: -7; LGR2 inh: -5

Results for CO[C@H]1CN(C)C(=O)c2cc(NC(C)=O)ccc2OC[C@@H](C)N(C(=O)c2cccnc2)C[C@@H]1C ?
CASP6 VEID inh: -1; esBAF inh: -8; SIRT5 inh: 2; FN deposit inh: 1; S100A4 MyoIIA: 3; Statin myotox sup: -8; LGR2 inh: -6

What do the screens show for `CCN1CCN(C(=O)C2=C(C(=O)O)CCCC2)CC1`?
esBAF inh: 0; FN deposit inh: 3; Statin myotox sup: 0; LGR2 inh: -5

What do the screens show for `CC(=O)Nc1cc(=O)c2cccnc2[nH]1`?
CASP6 VEID inh: 20; esBAF inh: 2; SIRT5 inh: -4; FN deposit inh: -9; S100A4 MyoIIA: 8; Statin myotox sup: 13; LGR2 inh: -4

What do the screens show for `O=C(c1ccccc1)c1ccc(OCC(=O)N2CCOCC2)cc1`?
CASP6 VEID inh: -2; SIRT5 inh: 1; FN deposit inh: 2; S100A4 MyoIIA: 0; LGR2 inh: 18

How did COc1cc(C(=S)N2CCOCC2)ccc1OS(=O)(=O)c1ccc(Cl)cc1 do in these assays?
CASP6 VEID inh: -1; esBAF inh: 7; SIRT5 inh: -2; FN deposit inh: 1; S100A4 MyoIIA: 3; Statin myotox sup: -3; LGR2 inh: 2

Results for O=C(COC(=O)/C=C/c1ccc(C(F)(F)F)cc1)NCCC1=CCCCC1 ?
CASP6 VEID inh: 20; esBAF inh: 0; SIRT5 inh: 2; S100A4 MyoIIA: -1; Statin myotox sup: -2; LGR2 inh: 29

What do the screens show for `CCN(CC(=O)Nc1c(F)cccc1F)C(=O)/C=C/c1cn(Cc2ccccc2)nc1-c1cccnc1`?
CASP6 VEID inh: -79; SIRT5 inh: -18; FN deposit inh: 1; S100A4 MyoIIA: -6; LGR2 inh: -16

Results for O=C(CCCN1C(=O)/C(=C/c2cccs2)SC1=S)NNC(=O)c1ccc(F)cc1 ?
esBAF inh: -17; FN deposit inh: 9; Statin myotox sup: 1; LGR2 inh: -3

Results for CCC(CC)c1nnc(NC(=O)c2ccco2)s1 ?
CASP6 VEID inh: 1; SIRT5 inh: -3; FN deposit inh: -7; S100A4 MyoIIA: -6; LGR2 inh: -15

How did COC(CNC(=O)c1ccc(N2CCC3(CC2)OCCO3)c([N+](=O)[O-])c1)OC do in these assays?
CASP6 VEID inh: 1; SIRT5 inh: -3; FN deposit inh: 1; S100A4 MyoIIA: 12

How did COCC(=O)N1[C@@H]2CN(C(=O)c3cccc(OC)c3)c3ccccc3[C@@H]2[C@@H]1CO do in these assays?
CASP6 VEID inh: 0; esBAF inh: 3; SIRT5 inh: -5; S100A4 MyoIIA: 5; Statin myotox sup: -11; LGR2 inh: -13

What do the screens show for `O=C(CNC(=O)c1ccccc1)OC(C(=O)O)c1ccc(F)cc1` (stereo not drawn)?
CASP6 VEID inh: 2; esBAF inh: 1; SIRT5 inh: -1; FN deposit inh: -1; S100A4 MyoIIA: -4; Statin myotox sup: -2; LGR2 inh: 2

Continued; the last three above are carried over.
How did COC(CNC(=O)c1ccc(N2CCC3(CC2)OCCO3)c([N+](=O)[O-])c1)OC do in these assays?
CASP6 VEID inh: 1; SIRT5 inh: -3; FN deposit inh: 1; S100A4 MyoIIA: 12

How did COCC(=O)N1[C@@H]2CN(C(=O)c3cccc(OC)c3)c3ccccc3[C@@H]2[C@@H]1CO do in these assays?
CASP6 VEID inh: 0; esBAF inh: 3; SIRT5 inh: -5; S100A4 MyoIIA: 5; Statin myotox sup: -11; LGR2 inh: -13

What do the screens show for `O=C(CNC(=O)c1ccccc1)OC(C(=O)O)c1ccc(F)cc1` (stereo not drawn)?
CASP6 VEID inh: 2; esBAF inh: 1; SIRT5 inh: -1; FN deposit inh: -1; S100A4 MyoIIA: -4; Statin myotox sup: -2; LGR2 inh: 2

Results for Cc1cccnc1NC(=O)c1ccc2c(c1)OCO2 ?
CASP6 VEID inh: 0; SIRT5 inh: -1; FN deposit inh: 1; S100A4 MyoIIA: 0; LGR2 inh: -14

How did COc1ccc(C)cc1-n1ccn(CC(=O)Nc2ccc(Br)cc2F)c(=O)c1=O do in these assays?
CASP6 VEID inh: 0; esBAF inh: -10; SIRT5 inh: -3; FN deposit inh: 3; S100A4 MyoIIA: 5; Statin myotox sup: 1; LGR2 inh: -8

Results for Cc1occc1C(=O)NC(C)C12CC3CC(CC(C3)C1)C2 (stereo not drawn) ?
CASP6 VEID inh: -1; SIRT5 inh: -4; FN deposit inh: -5; S100A4 MyoIIA: 0

What do the screens show for `COc1ccc2c3c([nH]c2c1)[C@H](CO)N(S(C)(=O)=O)CC31CN(CC2CCOCC2)C1`?
CASP6 VEID inh: 0; SIRT5 inh: 3; FN deposit inh: -22; S100A4 MyoIIA: 102*; LGR2 inh: 3

How did Cc1cc(Cl)cc(Cl)c1OCCCCN(C)C do in these assays?
CASP6 VEID inh: -4; SIRT5 inh: -5; FN deposit inh: 6; S100A4 MyoIIA: 1; LGR2 inh: 5

What do the screens show for `COc1ccc([N+](=O)[O-])cc1N(CC(=O)Nc1ccccc1C(=O)NC(C)C)S(C)(=O)=O`?
CASP6 VEID inh: 7; esBAF inh: -6; SIRT5 inh: 5; FN deposit inh: 7; S100A4 MyoIIA: 17; Statin myotox sup: 15; LGR2 inh: -88

How did COc1ccc(C(F)(F)F)cc1NC(=O)c1nc2nc(C)cc(C(F)F)n2n1 do in these assays?
esBAF inh: -9; Statin myotox sup: 9; LGR2 inh: -1

Results for CN(C)CCN1C(=O)C(=O)/C(=C(/O)c2ccc3c(c2)OCCO3)C1c1ccccn1 (stereo not drawn) ?
CASP6 VEID inh: -6; esBAF inh: 9; SIRT5 inh: 2; FN deposit inh: 14; S100A4 MyoIIA: -25; Statin myotox sup: -4; LGR2 inh: -24

Results for Cc1ccccc1C#CC1=CC(=O)CC(C)(C)C1 ?
CASP6 VEID inh: -6; esBAF inh: 19; SIRT5 inh: -2; FN deposit inh: 2; S100A4 MyoIIA: 3; Statin myotox sup: 6; LGR2 inh: -11

Results for NS(=O)(=O)c1ccc(Cl)cc1[N+](=O)[O-] ?
CASP6 VEID inh: 3; SIRT5 inh: 2; FN deposit inh: 5; S100A4 MyoIIA: 1; LGR2 inh: 2

What do the screens show for `C[C@H](CO)N1C[C@H](C)[C@@H](CN(C)C(=O)Nc2ccccc2)OCCCC[C@H](C)Oc2ccc(NC(=O)Nc3cccc4ccccc34)cc2C1=O`?
CASP6 VEID inh: 0; esBAF inh: 5; SIRT5 inh: 5; FN deposit inh: 16; S100A4 MyoIIA: -12; LGR2 inh: -7

What do the screens show for `Cc1ccc(C(=O)Nc2ccc(Nc3ccccc3)cc2)cc1C`?
CASP6 VEID inh: 4; esBAF inh: 17; SIRT5 inh: 3; FN deposit inh: 0; S100A4 MyoIIA: 4; Statin myotox sup: -41; LGR2 inh: -43

Results for O=C(Nc1ccc(S(=O)(=O)N2CCCC2)cc1)C1COc2ccccc2O1 (stereo not drawn) ?
CASP6 VEID inh: -2; esBAF inh: 2; FN deposit inh: 4; S100A4 MyoIIA: 2; Statin myotox sup: 3; LGR2 inh: -4

What do the screens show for `O=C(C1=C[C@H](c2ccccc2)C[C@H](OCCCCO)O1)N1CCOCC1`?
CASP6 VEID inh: 0; esBAF inh: 1; SIRT5 inh: -6; FN deposit inh: -4; S100A4 MyoIIA: 1; Statin myotox sup: -6; LGR2 inh: -4

How did O=c1c(-c2nnc(SCc3ccc(Cl)cc3Cl)o2)cccn1Cc1ccccc1 do in these assays?
CASP6 VEID inh: 1; esBAF inh: 5; SIRT5 inh: -22; S100A4 MyoIIA: -1; Statin myotox sup: 16; LGR2 inh: 19

How did CN(C(=O)CN1C(=O)CCSc2ccc(S(=O)(=O)N3CCCC3)cc21)c1ccccc1 do in these assays?
CASP6 VEID inh: -1; esBAF inh: 2; SIRT5 inh: -1; FN deposit inh: -3; S100A4 MyoIIA: 1; Statin myotox sup: -17; LGR2 inh: 3

Results for COc1ccc(CN(C)C[C@H]2OCCCC[C@@H](C)Oc3ccc(NC(=O)NC4CCCCC4)cc3C(=O)N([C@@H](C)CO)C[C@H]2C)cc1 ?
CASP6 VEID inh: 1; esBAF inh: 4; SIRT5 inh: -4; FN deposit inh: 3; S100A4 MyoIIA: -6; LGR2 inh: -7

What do the screens show for `CCOC(=O)c1c(C)[nH]c(C(=O)OCC(=O)N2CC(C)OC(C)C2)c1C` (stereo not drawn)?
esBAF inh: -1; FN deposit inh: 0; Statin myotox sup: 2

How did Cc1cc(OCC(=O)N2CCN(c3ccccc3)CC2)c2c(C)c(C)c(=O)oc2c1 do in these assays?
CASP6 VEID inh: 1; esBAF inh: -7; SIRT5 inh: 1; FN deposit inh: -7; S100A4 MyoIIA: 3; Statin myotox sup: 7; LGR2 inh: 1

Results for CCOC(=O)C1=C(C(=O)OCC)C2N(Cc3ccc(C#N)cc3)c3ccccc3[C@@]23C[C@@H](C(=O)OC)N(S(=O)(=O)c2ccccc2)C3=N1 (stereo partly drawn) ?
CASP6 VEID inh: 4; FN deposit inh: 5; S100A4 MyoIIA: -2; LGR2 inh: -5

What do the screens show for `CCCNC(=O)C[C@H]1CC[C@H]2[C@H](COc3ccc(NC(=O)NC(C)C)cc3C(=O)N2C)O1`?
CASP6 VEID inh: -2; esBAF inh: -2; SIRT5 inh: -2; FN deposit inh: -19; S100A4 MyoIIA: -1; Statin myotox sup: -13; LGR2 inh: 2

Results for C=CCCC1CN(Cc2ccc(OC)cc2)S(=O)(=O)c2c(cccc2Sc2ccc(OC)c(OC)c2)O1 (stereo not drawn) ?
CASP6 VEID inh: -1; SIRT5 inh: -5; FN deposit inh: -4; S100A4 MyoIIA: 1; LGR2 inh: 4
